a7 integrin act: activates integrin-mediated alleviation for muscular dystrophy; 350,000 compounds, 0.064% hits; Potency, µM (top dose mostly 38.3 µM), for inactives: top-dose activation, most hits filed as activators; alpha7betagal myoblasts, beta-gal FDG fluorescence, 48 h;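 note: potency is the fitted concentration of half-maximal effect; 100% = response of the positive control SU9516; nearly all actives have a fitted effect of over 60% in size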
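Alpha7betagal+/- myoblasts (passage 13) were plated 16-24 hr, then exposed to compounds (1:260 dilution of DMSO stock) for 48 hours at 37C. After MPER lysis, β-galactosidase reporter activity was read as FDG fluorescence (ex 480/em 540) after 30 minutes.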
Eya2 inh: Eya2 (human) phosphatase inhibition | recombinant Eya2, OMFP fluorescence dephosphorylation (OMFP is methylfluorescein phosphate) | O00167 | 330,000 compounds, 0.006% hits | Potency, µM (top dose mostly 76.9 µM), for the others: top-dose activity, negative = inhibition, actives largely listed as inhibitors; note: potency is the fitted concentration of half-maximal effect; % is set by controls: 0 for no effect and ±100 for the full control effect
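Eya2 (0.2 uM) preincubated 10 min at ambient with compound, then OMFP substrate added at 50 uM; 10 min reaction in 50 mM HEPES pH 7.5, 50 mM NaCl, 5 uM MgCl2, 0.05% BSA, 1 mM DTT. Fluorescence read at Ex 485/Em 525 nm.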
TRPV1 agonist: agonists of human vanilloid receptor 1 (TRPV1). 320,000 compounds, 0.19% hits. TRPV1-expressing cells, Fluo-8 calcium influx, agonist mode. Q8NER1. activation, % at 8.33 µM. AID 540275; in the data active = activation above about 80%; inconclusive = between about 30% and that limit; note: 0% is about no effect
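Cells expressing TRPV1 were dye-loaded with Fluo-8 and read kinetically: 10 s baseline, 3 min after compound (agonist portion), then 2 min after EC20 capsaicin (allosteric enhancer portion). Calcium-bound dye fluorescence at 480/520 nm.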
S-ASM inh: human S-ASM enzyme inhibition | P17405 | 340,000 compounds, 0.006% hits | Potency, µM (series often up to 57.5 µM), inactives show at the highest dose activity change, negative = inhibition, usual class: inhibitors | placental ASM, HMU-PC fluorogenic substrate, 60 min; note: potency is the fitted concentration of half-maximal effect
Target sequence (P17405 47-631 limits assumed): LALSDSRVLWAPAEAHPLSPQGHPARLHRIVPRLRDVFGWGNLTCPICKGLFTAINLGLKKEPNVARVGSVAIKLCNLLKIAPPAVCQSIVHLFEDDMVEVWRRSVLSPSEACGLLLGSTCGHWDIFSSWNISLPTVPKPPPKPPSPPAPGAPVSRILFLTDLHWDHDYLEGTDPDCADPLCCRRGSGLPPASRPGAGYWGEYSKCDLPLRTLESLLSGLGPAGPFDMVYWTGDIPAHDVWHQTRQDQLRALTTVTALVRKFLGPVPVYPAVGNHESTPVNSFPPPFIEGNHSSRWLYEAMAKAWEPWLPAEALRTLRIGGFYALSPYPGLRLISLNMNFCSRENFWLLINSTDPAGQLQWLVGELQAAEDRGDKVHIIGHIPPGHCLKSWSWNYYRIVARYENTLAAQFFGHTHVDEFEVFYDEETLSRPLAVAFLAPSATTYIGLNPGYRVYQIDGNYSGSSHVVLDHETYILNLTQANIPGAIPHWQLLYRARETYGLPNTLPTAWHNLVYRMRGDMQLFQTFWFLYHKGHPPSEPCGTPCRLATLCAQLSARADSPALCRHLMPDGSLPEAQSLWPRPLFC
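HMU-PC0 cleavage (9 uM final) by human placental ASM, 60 min at 37 °C following 10 min compound exposure at RT; stopped at pH 10, fluorescence Ex 386/Em 447 nm.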
ELG1 genotoxic: inducers of genotoxicity in HEK293T ELG1-luciferase cells. 330,000 compounds, 1.3% hits. HEK293T ELG1-luciferase reporter, luminescence, 16 h. AID 504466. Potency, µM (highest dose often 46 µM), inactives show top-dose activity change, positive = activation, actives largely listed as activators; note: potency is the fitted concentration of half-maximal effect; % of control where 0% means no effect; nearly all actives have a fitted effect of over 60% in size
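DMSO vehicle served as control against compound-treated ELG1-luciferase HEK293T cells; exposure lasted 16 hr at 37 °C and 5% CO2, followed by ONE-Glo luminescence detection after 30 min.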
USP2a block: blocks human ubiquitin-specific protease USP2a. USP2 core, Ub-CHOP2 coupled fluorogenic reporter, 485/531. Potency, µM (top dose mostly 38.3 µM), inactives show at the highest dose activity change, negative = inhibition, most hits filed as inhibitors. O75604. 330,000 compounds, 0.01% hits;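 note: potency is the fitted concentration of half-maximal effect; plate controls were DMSO wells for no effect and full inhibition by NEM control for full effect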
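Cell-free coupled assay: 10nM USP2 core preincubated 30min RT with compound in Tris-HCl pH 8.0/CaCl2/CHAPS buffer, then 25nM Ub-CHOP2 and 25nM reporter substrate; fluorescence (Ex 485/Em 531) read after 60min RT, normalized to NEM inhibition, concentration-response curves fitted.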
TSG101-PTAP inh: blocks PTAP/TSG101 interaction to inhibit HIV-1 budding. 340,000 tested, under 10 active. Potency, µM (series often up to 115 µM), for the others: at the highest dose activity change, negative = inhibition, hits mostly inhibitors. Fluorescence polarization, FITC-PTAP peptide / Tsg101 binding. AID 493005. Q99816; active = well fitted inhibition curve with a large enough effect in the main read-out, with a control signal flat, not every such curve was filed as active; inconclusive = small, poorly fitted or top-dose-only effect, or effect the other way, or a change in a side signal; inactive = no such curve, though single readings can be large or run the other way; note: potency is the fitted concentration of half-maximal effect; % of control where 0% means no effect
Target sequence (Q99816 whole entry, looked up): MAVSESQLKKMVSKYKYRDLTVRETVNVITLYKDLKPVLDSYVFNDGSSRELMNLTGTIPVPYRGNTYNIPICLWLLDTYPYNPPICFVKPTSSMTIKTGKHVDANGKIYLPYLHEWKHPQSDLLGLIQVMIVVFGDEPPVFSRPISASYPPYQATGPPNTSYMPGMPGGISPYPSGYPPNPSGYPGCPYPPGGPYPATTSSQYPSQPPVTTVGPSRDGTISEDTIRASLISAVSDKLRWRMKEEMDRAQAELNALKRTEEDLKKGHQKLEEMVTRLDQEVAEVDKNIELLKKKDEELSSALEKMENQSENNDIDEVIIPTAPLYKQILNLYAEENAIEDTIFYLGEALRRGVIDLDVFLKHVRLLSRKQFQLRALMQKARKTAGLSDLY
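Compounds were pin-transferred onto Tsg101 binding domain (10 uM final) in HEPES pH 7.5 buffer, then FITC-PTAP peptide was added at 50 nM final. After 20 min at RT, polarization reported peptide displacement across a qHTS concentration series.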
uPA surface inh: blocks generation of uPA at the cell surface; cell surface uPA generation assay, qHTS; Potency, µM (titrated, usually from 38.3 µM), inactives show top-dose activity change, negative = inhibition, hits mostly inhibitors; 330,000 compounds, 0.31% hits; active = well fitted inhibition curve with a large enough effect; inconclusive = small, poorly fitted or top-dose-only effect; inactive = no such curve, though single readings can be large or run the other way; tested in mouse RAW 264.7 cells; note: potency is the fitted concentration of half-maximal effect; % is set by controls: 0 for no effect and ±100 for the full control effect; nearly all actives have a fitted effect of over 55% in size
BRCA1 expr up: increases BRCA1 expression. MCF7-BRCA1-FFLuc reporter, luminescence, 48 h; response scale: scaled: vehicle 0%, 10 µM genistein 100%. Potency, µM (series often up to 46.1 µM), for inactives: at the top dose activation, most hits filed as activators. 380,000 compounds, 1.1% hits. AID 624202; note: potency is the fitted concentration of half-maximal effect; nearly all actives have a fitted effect of over 80% in size; some results filed as inactive show a strong effect at the top dose
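MCF7-BRCA1-FFLuc, 2000 cells/well; 2 h attach, 37 °C/5% CO2; compound 48 h; luciferase substrate 15 min; luminescence end-point. Norm. to genistein 10 microM max activation and DMSO; concentration-response curves fitted.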
p53 reactivator: mutant p53 re-activation in reporter cells; H1299 p53-A138V BP100-luciferase reporter, luminescence, 24 h; Potency, µM (doses to about 92.2 µM), inactives show top-dose activity change, positive = activation, hits mostly activators; 320,000 compounds, 0.063% hits; AID 504706; note: potency is the fitted concentration of half-maximal effect; % of control where 0% means no effect; nearly all actives have a fitted effect of over 45% in size
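p53-null H1299 cells stably carrying temperature-sensitive p53-A138V and a BP100-luciferase reporter were pinned with compounds (4-point, 1:5 series) and held 24 hrs at 37 deg C. Luminescence was read 10 min after detection reagent.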
B2AR arrestin: agonists driving beta-arrestin recruitment to human beta2-adrenergic receptor; P07550; 330,000 compounds, 0.02% hits; beta-arrestin recruitment to beta2AR, cell-based reporter; Potency, µM (top dose mostly 46.1 µM), inactives show top-dose activation, most hits filed as activators;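 note: potency is the fitted concentration of half-maximal effect; 0% = DMSO controls and full agonism = EC100 isoproterenol or metaproterenol; nearly all actives have a fitted effect of over 65% in size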
The depositor's hits bear a star; i = inactive; ? = inconclusive; nt = not tested or not shown; [ ] = another dose, or the depositor's remark. Unless noted, calls come from the whole dose curve; as a rule, active = well fitted curve in the direction sought with a large enough effect; inconclusive = small, poorly fitted or top-dose-only effect, or another doubt; inactive = no such curve, though single readings can be large; an effect the other way counts as inactive or inconclusive.

SMILES	a7 integrin act	Eya2 inh	TRPV1 agonist	S-ASM inh	ELG1 genotoxic	USP2a block	TSG101-PTAP inh	uPA surface inh	BRCA1 expr up	p53 reactivator	B2AR arrestin
O=S(=O)([O-])CCC[N+]1(CC#Cc2ccccc2)CCCCC1	-75%[inhibitor]	6%	3	7%	11%	0%	-11%	-2%	11%	-4%	-1.1%
Cc1cc(OCC(=O)NCC2CCC(C(=O)O)CC2)c2c(C)cc(=O)oc2c1 (stereo not drawn)	2%	-24%	-1	4%	4%	-1%	-4%	-1%	3%	nt	-0.9%
CN1CCC(N(C)C(=O)c2ccc(Cl)c(S(=O)(=O)N(C)c3ccc(Cl)cc3)c2)CC1	-31%	7%	nt	0%	-2%	1%	-2%	-7%	-26%	15%	0.3%
O=C(CSc1cn[nH]n1)Nc1nc2ccccc2s1	?	12%	4	0%	?	0%	1%	4%	6%	18%	0.1%
CC(=O)c1cc(-c2ccccc2)n(CC(=O)NC2CCCC2)c1C	-26%[7.66 µM]	11%	0	-1%	-4%	0%	-2%	nt	4%	2%	-0.2%
COc1ncnc(OC)c1NC(=O)c1ccc(F)cc1	0%	-10%	2	4%	-2%	0%	0%	0%	0%	-9%	-0.3%
O=C(OCc1ccccc1)c1cccc(-c2nnn(Cc3ccccc3)n2)c1	-37%	7%	3	-6%	?	5%	-4%	5%	59%	?	0.0%
COc1cc(OC)cc(C(=O)OCC(=O)NCc2ccco2)c1	0%	6%	8	-3%	2%	0%	-6%	7%	-1%	3%	0.3%
COc1ccccc1NC(=O)COc1ccc(/C=N/NC(=O)CSCc2cc(C)cc(C)c2)cc1	13%	2%	-1	-3%	-1%	1%	1%	2%	-11%	-11%	-0.7%
O=C(CSc1ccc(-c2cccc([N+](=O)[O-])c2)nn1)NC1CCCC1	-3%	-18%	3	0%	10%	1%	1%	9%	-5%	2%	0.1%
CCC(CC)C(=O)Nc1nnc(SCC(=O)NC2CCCCC2)s1	0%	7%	-8	-1%	6%	2%	-3%	0%	-13%	-2%	-0.5%
COC(=O)c1cc(S(=O)(=O)N2CCCC(C)C2)cn1C (stereo not drawn)	7%	-4%	8	-6%	0%	-2%	-3%	5%	9%	-5%	0.1%
Cc1nc(N2CCN(C)CC2)c2c(C)c(C(=O)Nc3ccc(F)cc3)sc2n1	-1%	0%	20	-2%	5%	2%	-1%	7%	3%	-6%	0.1%
COc1cc(NC(=O)C(C)Oc2ccccc2)c(C(=O)O)cc1OC (stereo not drawn)	-11%	11%	2	9%	-3%	0%	-3%	-3%	-1%	-8%	-0.2%
Cc1cc(Cl)c2oc(C(=O)N3CCN(C(=O)c4ccco4)CC3)c(C)c2c1	?	3%	?	-4%	?	4%	0%	5%	?	?	-0.7%
CCOC(=O)C(NCCc1ccccc1F)(NC(C)=O)C(F)(F)F (stereo not drawn)	10%	-35%	0	3%	0%	4%	-2%	2%	0%	-10%	-0.3%
CCc1nnc(NC(=O)Cc2cc(OC)c(OC)c(OC)c2)s1	10%	-1%	-8	-6%	4%	1%	0%	7%	-32%	-2%	-0.1%
CCc1noc(C)c1C(=O)Nc1nc(-c2cc(OC)ccc2OC)cs1	-29%	-17%	-4	-8%	-7%	-1%	-8%	-3%	-43%	-9%	0.2%
COc1ccc(C(=O)C2CCN(CC(=O)Nc3cc(C)cc(C)c3)CC2)cc1	-9%	6%	10	-1%	1%	3%	-1%	1%	-14%	-1%	0.2%
CC(C(=O)Nc1ncn[nH]1)N1C(=O)c2ccccc2C1=O (stereo not drawn)	15%	4%	5	1%	1%	0%	-2%	1%	1%	9%	0.1%
O=C(NCc1cccnc1)c1ccc(Cn2c(=S)[nH]c3ccc(Br)cc3c2=O)cc1	-21%	3%	3	-3%	16%	-2%	-1%	2%	-14%	2%	0.2%
Cc1ccc(SCC(=O)Nc2nnc(C(C)(C)C)s2)cc1	?	-1%	3	3%	-2%	0%	-10%	5%	4%	nt	-0.9%
COc1ccc(-c2ccc3c(c2)S(=O)(=O)c2cccc(C(=O)O)c2C3=O)cc1OC	1%	1%	-3	-4%	0%	1%	-2%	14%	-7%	-12%	0.0%
CC(C)c1nnc(NC(=O)CCC(=O)N2CCN(C3c4ccccc4-c4ccccc43)CC2)s1	11%	5%	10	0%	-1%	4%	-3%	-2%	-28%	1%	0.2%
Cc1[nH]c2ccccc2c1C(C[N+](=O)[O-])c1cccs1 (stereo not drawn)	-11%	3%	13	-4%	-5%	-1%	2%	4%	-30%	-1%	-0.1%

8 neighbouring compounds from above, quoted:
SMILES	a7 integrin act	Eya2 inh	TRPV1 agonist	S-ASM inh	ELG1 genotoxic	USP2a block	TSG101-PTAP inh	uPA surface inh	BRCA1 expr up	p53 reactivator	B2AR arrestin
CCc1noc(C)c1C(=O)Nc1nc(-c2cc(OC)ccc2OC)cs1	-29%	-17%	-4	-8%	-7%	-1%	-8%	-3%	-43%	-9%	0.2%
COc1ccc(C(=O)C2CCN(CC(=O)Nc3cc(C)cc(C)c3)CC2)cc1	-9%	6%	10	-1%	1%	3%	-1%	1%	-14%	-1%	0.2%
CC(C(=O)Nc1ncn[nH]1)N1C(=O)c2ccccc2C1=O (stereo not drawn)	15%	4%	5	1%	1%	0%	-2%	1%	1%	9%	0.1%
O=C(NCc1cccnc1)c1ccc(Cn2c(=S)[nH]c3ccc(Br)cc3c2=O)cc1	-21%	3%	3	-3%	16%	-2%	-1%	2%	-14%	2%	0.2%
Cc1ccc(SCC(=O)Nc2nnc(C(C)(C)C)s2)cc1	?	-1%	3	3%	-2%	0%	-10%	5%	4%	nt	-0.9%
COc1ccc(-c2ccc3c(c2)S(=O)(=O)c2cccc(C(=O)O)c2C3=O)cc1OC	1%	1%	-3	-4%	0%	1%	-2%	14%	-7%	-12%	0.0%
CC(C)c1nnc(NC(=O)CCC(=O)N2CCN(C3c4ccccc4-c4ccccc43)CC2)s1	11%	5%	10	0%	-1%	4%	-3%	-2%	-28%	1%	0.2%
Cc1[nH]c2ccccc2c1C(C[N+](=O)[O-])c1cccs1 (stereo not drawn)	-11%	3%	13	-4%	-5%	-1%	2%	4%	-30%	-1%	-0.1%

Carrying on.
SMILES	a7 integrin act	Eya2 inh	TRPV1 agonist	S-ASM inh	ELG1 genotoxic	USP2a block	TSG101-PTAP inh	uPA surface inh	BRCA1 expr up	p53 reactivator	B2AR arrestin
Cc1nccc(-c2sc(-c3cccs3)nc2C)n1	11%	-8%	2	i	?	0%	0%	-29%	-18%	5%	-0.4%
CC12CCC(=O)N1C(C(=O)Nc1cc(C(F)(F)F)ccc1N1CCCCC1)CS2 (stereo not drawn)	-9%	-21%	28	-5%	-9%	3%	-2%	1%	-42%	-5%	-0.1%
CC(C)C(c1nnnn1C1CCCC1)N1CCN(c2ccccc2F)CC1 (stereo not drawn)	12%	-19%	-2	2%	-9%	3%	-1%	4%	-28%	0%	0.0%
CCOC(=O)CCSCC(=O)N1N=C(c2cccs2)CC1c1ccc(C)cc1 (stereo not drawn)	-12%	-16%	4	-7%	-2%	-7%	-3%	-4%	-5%	-1%	-0.9%
CN(C)CCOc1ccccc1C(C)(C)C	-9%	1%	6	0%	1%	1%	-4%	7%	6%	-4%	0.1%
CCOc1c(Nc2ccccc2O)c(=O)c1=O	?	-24%	-1	-1%	-1%	3%	1%	-6%	-13%	-1%	-0.1%
COCCCNS(=O)(=O)c1ccc(Cl)c(C(F)(F)F)c1	11%	0%	19	0%	0%	3%	0%	-3%	-10%	2%	0.0%
Cc1cccc(C(=O)O/N=C(\N)c2cccc([N+](=O)[O-])c2)c1	2%[7.66 µM]	-9%	?	0%	?	0%	-7%	nt	?	?	-0.5%
Cc1ccccc1N1CCN(C(=O)C2CCCCC2)CC1	24%	-33%	?	3%	2%	1%	2%	-1%	-17%	21%	-2.1%
COc1ccc(CCN2CN(S(=O)(=O)c3ccc(C)cc3)c3nc4ccccc4nc32)cc1OC	10%	-4%	-1	6%	-6%	-1%	-1%	0%	-17%	0%	-0.5%
O=C(O)CSc1nnc(-c2ccc(Cl)cc2Cl)n1Cc1ccccc1	4%	3%	0	1%	0%	0%	-1%	6%	-4%	-3%	-0.3%

Screening results: PubChem BioAssay, National Center for Advancing Translational Sciences (NCATS)

Not a hit list, and some 2.6% of all compounds hit somewhere here.
